Source: PubChem
ASM inhibitor: human S-ASM enzyme inhibition; placental ASM, HMU-PC fluorogenic substrate, 60 min; Potency, µM (titrated, usually from 57.5 µM), for inactives: at the highest dose activity change, negative = inhibition, most hits filed as inhibitors; 340,000 tested, 0.006% active; P17405; further: potency means the concentration at half of the fitted maximal effect
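Fluorescence read-out (Ex 386 nm, Em 447 nm) after stopping the reaction at pH 10. Enzyme: ASM from human placenta; substrate HMU-PC0, 9 uM final; 60 min, 37 °C. Compound preincubation 10 min, ambient temperature.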
BCR signal inh: blocks chronic active B-cell receptor signaling; ABC-DLBCL IkBa-CBG/CBR reporter, luminescence ratio, 4 h; 340,000 tested, 0.05% active; Potency, µM (titrated, usually from 46.1 µM), for the others: at the highest dose ratio change, negative = lower green/red ratio, usual class: inhibitors; AID 493014; active means well fitted inhibition curve with a large enough effect in the signal ratio, with a control signal flat, not every such curve was filed as active; inconclusive means small, poorly fitted or top-dose-only effect, or effect the other way, or a change in a side signal; the % refers to the signal ratio;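 further: potency means the concentration at half of the fitted maximal effect; plate controls were basal doxycycline-induced cells for no effect and cells given 10 µM MG132 for full effect; MG132 reads +100%, hits lower the ratio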
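TMD8 human ABC-DLBCL cells with doxycycline-inducible IκBα–green luciferase fusion and unfused red luciferase, in 0.5% FBS medium; compounds up to 46 uM, 4 h at 37C. Green/red luminescence ratio, filter-overlap corrected, fitted to concentration-response curves.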
Menin MLL FP TR: displaces Texas Red mutant MLL peptide from human menin | Menin + Texas Red MLL mutant peptide, fluorescence polarization | Potency, µM (top dose mostly 61.6 µM), for inactives: at the top dose FP activity change, negative = inhibition, most hits filed as inhibitors | 270,000 tested, 0.23% active | AID 1768; active means well fitted inhibition curve with a large enough effect in the polarisation, with a control signal flat, not every such curve was filed as active; inconclusive means small, poorly fitted or top-dose-only effect, or effect the other way, or a change in a side signal; inactive means no such curve, though single readings can be large or run the other way; the % refers to the polarisation; further: potency means the concentration at half of the fitted maximal effect; % of control where 0% means no effect; many of its hits are not listed in these tables
B2AR arrestin: beta2AR (human) beta-arrestin recruitment activity; P07550; Potency, µM (doses to about 46.1 µM), without a hit: at the highest dose activation, most hits filed as activators; AID 492947; 330,000 tested, 0.02% active; beta-arrestin recruitment to beta2AR, cell-based reporter;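 further: potency means the concentration at half of the fitted maximal effect; 0% = DMSO controls and full agonism = EC100 isoproterenol or metaproterenol; nearly all actives have a fitted effect of over 65% in size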
GALK inh: blocks human galactokinase activity; Purified GALK, Kinase-Glo residual ATP luminescence; Potency, µM (titrated, usually from 57.5 µM), for the others: at the top dose activity change, negative = inhibition, hits mostly inhibitors; 270,000 tested, 0.007% active; further: potency means the concentration at half of the fitted maximal effect; on the % scale 0 is the no-effect control and ±100 the full control effect
Target sequence (P51570 whole entry, looked up): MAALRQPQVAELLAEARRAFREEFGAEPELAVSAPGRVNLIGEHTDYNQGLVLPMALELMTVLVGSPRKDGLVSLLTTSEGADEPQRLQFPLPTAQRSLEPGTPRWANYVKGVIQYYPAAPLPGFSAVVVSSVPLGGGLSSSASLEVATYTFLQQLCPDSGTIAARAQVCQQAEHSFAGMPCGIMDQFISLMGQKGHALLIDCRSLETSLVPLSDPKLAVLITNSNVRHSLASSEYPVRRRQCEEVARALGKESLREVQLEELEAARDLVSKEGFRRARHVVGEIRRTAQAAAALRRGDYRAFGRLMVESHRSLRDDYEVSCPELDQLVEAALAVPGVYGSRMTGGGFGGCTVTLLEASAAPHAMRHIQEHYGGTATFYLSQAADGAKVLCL
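Galactose (100 uM) and ATP (35 uM) were turned over by 5 nM GALK for 1 h at RT. Kinase-Glo Plus then converted the remaining ATP into a luminescent signal.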
Giardia kill: Giardia lamblia killing; Giardia lamblia trophozoite viability; activity change, % at 7.66 µM, hits read low; 340,000 tested, 0.15% active; in the data active means activity change below about -80%; inconclusive means between about -30% and that limit;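 further: parasites exposed to compound for two days anaerobically before the ATP read; on the % scale 0 is the no-effect control and ±100 the full control effect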
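Compounds were tested on trophozoites seeded at 100 cells/well and held 48 hrs at 37 deg C anaerobically. An ATP-based luminescent kit measured the remaining live cells.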
Tb PFK inh: blocks T. brucei phosphofructokinase | O15648 | T. brucei PFK, ADP-Glo luminescence | Potency, µM (titrated, usually from 57.5 µM), for inactives: top-dose activity, negative = inhibition, most hits filed as inhibitors | 330,000 tested, 0.17% active | AID 485367;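 further: potency means the concentration at half of the fitted maximal effect; 0% = uninhibited 1x PFK enzyme wells and -100% = no-enzyme wells; nearly all actives have a fitted effect of over 60% in size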
Target sequence (O15648 whole entry, looked up): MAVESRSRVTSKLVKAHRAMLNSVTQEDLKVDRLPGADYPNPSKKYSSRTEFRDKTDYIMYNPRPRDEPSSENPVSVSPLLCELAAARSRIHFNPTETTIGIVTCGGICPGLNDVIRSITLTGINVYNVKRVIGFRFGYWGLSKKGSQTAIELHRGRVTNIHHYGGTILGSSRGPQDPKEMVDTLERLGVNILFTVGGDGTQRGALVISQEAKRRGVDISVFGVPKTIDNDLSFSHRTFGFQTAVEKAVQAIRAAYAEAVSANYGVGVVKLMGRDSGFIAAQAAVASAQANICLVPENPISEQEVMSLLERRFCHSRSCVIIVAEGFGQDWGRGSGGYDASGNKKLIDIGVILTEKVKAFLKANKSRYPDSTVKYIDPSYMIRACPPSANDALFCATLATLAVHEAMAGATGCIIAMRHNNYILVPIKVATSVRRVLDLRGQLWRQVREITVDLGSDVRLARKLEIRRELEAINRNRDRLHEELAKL
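In TEA buffer at pH 8.0 with 5 mM MgCl2, enzyme (1.25 nM) converted F6P (0.5 mM) and ATP (0.1 mM) for 45 min at room temperature. ADP product was read by luciferase luminescence.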
PKM2 activator: PKM2 (human) enzyme activation; P14618; purified PKM2, Kinase-Glo ATP luminescence, activation; response scale: 0% is enzyme alone, no compound; Potency, µM (series often up to 57.5 µM), inactives show top-dose activation, actives largely listed as activators; 260,000 tested, 0.34% active; AID 1631; further: potency means the concentration at half of the fitted maximal effect; on the % scale 0 is the no-effect control and ±100 the full control effect; nearly all actives have a fitted effect of over 55% in size
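ATP formation by purified human PK-M2, quantified via coupled luciferase luminescence after 1 h at room temperature with 0.1 mM ADP and 0.5 mM PEP final.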
Coupling enz: inhibits coupling enzyme system, counter-screen for aldolase hits. coupling enzyme system counterscreen, AmpLite Red fluorescence. activity change, negative = inhibition, % at 58.2 µM, hits read low. 290,000 tested, 0.67% active; in the data active means activity change below about -30%; further: on the % scale 0 is the no-effect control and ±100 the full control effect
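Counterscreen lacking aldolase: glyceraldehyde-3-phosphate coupling-enzyme reagent preincubated 10 min at RT with compound (at 57.5 uM final), then substrate/coupling system with AmpLite Red added; fluorescence read at 525/598 nm after 20 min RT.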
a7 integrin act: activates integrin-mediated alleviation for muscular dystrophy | alpha7betagal myoblasts, beta-gal FDG fluorescence, 48 h | Potency, µM (series often up to 38.3 µM), inactives show at the top dose activation, actives largely listed as activators | 350,000 tested, 0.064% active | AID 624291;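 further: potency means the concentration at half of the fitted maximal effect; 100% = response of the positive control SU9516; nearly all actives have a fitted effect of over 60% in size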
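alpha7betagal+/- myoblasts (passage 13, 250/well) treated 48 h at 37C with compounds at 1:260 dilution of DMSO stock. Lysed, then beta-galactosidase activity read as FDG fluorescence (ex 480/em 540) after 30 min, with pre-read for autofluorescence.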
PTAP TSG101 blk: blocks PTAP/TSG101 interaction to inhibit HIV-1 budding. Potency, µM (series often up to 115 µM), inactives show at the highest dose activity change, negative = inhibition, hits mostly inhibitors. Fluorescence polarization, FITC-PTAP peptide / Tsg101 binding. Q99816. 340,000 tested, under 10 active; active means well fitted inhibition curve with a large enough effect in the main read-out, with a control signal flat, not every such curve was filed as active; inconclusive means small, poorly fitted or top-dose-only effect, or effect the other way, or a change in a side signal; inactive means no such curve, though single readings can be large or run the other way; further: potency means the concentration at half of the fitted maximal effect; % of control where 0% means no effect
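Fluorescence anisotropy tracks displacement of a FITC-tagged PTAP peptide (50 nM) from the Tsg101 binding domain (10 uM), following a 20 min room-temperature incubation at pH 7.5.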
Numbers without * were called inactive; & = joins results of further samples; [ ] = remark or other dose. Unless noted, the call rests on the fitted dose curve; in most records, active means well fitted curve in the direction sought with a large enough effect; inconclusive means small, poorly fitted or top-dose-only effect, or another doubt; inactive means no such curve, though single readings can be large; an effect the other way counts as inactive or inconclusive.

CC(C(=O)Nc1ccc(O)cc1)c1cccc(C(=O)c2ccccc2)c1 (stereo not drawn) was read as ASM inhibitor -3%, BCR signal inh inconclusive, Menin MLL FP TR 18%, B2AR arrestin -1.0%, GALK inh -1%, Giardia kill 14, Tb PFK inh -12%, PKM2 activator 1%, Coupling enz -5, a7 integrin act -2% and PTAP TSG101 blk 1%.
For CCCC(=O)Oc1ccccc1C1SCc2cc(C)c(C)cc2CS1 the results were ASM inhibitor -2%, BCR signal inh inconclusive, Menin MLL FP TR -1%, B2AR arrestin -0.7%, GALK inh -1%, Giardia kill -4, Tb PFK inh 4%, PKM2 activator -3%, Coupling enz -2, a7 integrin act 12% and PTAP TSG101 blk -1%.
O=C1CCCC2=C1C(c1ccncc1)c1c(nc(SCc3ccccc3Cl)[nH]c1=O)N2 (stereo not drawn) was read as ASM inhibitor 36%, BCR signal inh 17%, Menin MLL FP TR -23%, B2AR arrestin -0.1%, GALK inh -3%, Giardia kill -7, Tb PFK inh 1%, PKM2 activator 9%, Coupling enz -4, a7 integrin act 24% and PTAP TSG101 blk -3%.
Screening CCOC(=O)c1sc2nc(C)n(CC(=O)NCC3CCCO3)c(=O)c2c1C (stereo not drawn) returned ASM inhibitor -2%, BCR signal inh -1%, Menin MLL FP TR -5%, B2AR arrestin 0.4%, Giardia kill 6, Tb PFK inh -3%, PKM2 activator 2%, Coupling enz 0, a7 integrin act 3% and PTAP TSG101 blk -4%.
Cc1cc(N2CCOCC2)c2c(N)cc(C)c(C)c2n1 was read as ASM inhibitor 1%, BCR signal inh inconclusive, Menin MLL FP TR 9%, B2AR arrestin -0.3%, GALK inh 1%, Giardia kill 13, Tb PFK inh 2%, PKM2 activator -1%, Coupling enz -4, a7 integrin act 4% and PTAP TSG101 blk 1%.
Screening CCOC(=O)/C(C#N)=C\c1ccc(O)c(OC)c1 returned ASM inhibitor -7%, BCR signal inh 2%, Menin MLL FP TR 12%, B2AR arrestin -0.2%, GALK inh 6%, Giardia kill -17, Tb PFK inh 1%, PKM2 activator -7%, Coupling enz -1, a7 integrin act -2% and PTAP TSG101 blk -2%.
CC(CC(=O)N1CCN(S(=O)(=O)c2ccc([N+](=O)[O-])cc2)CC1)c1ccccc1 (stereo not drawn) was read as ASM inhibitor -2%, BCR signal inh 2%, B2AR arrestin -0.1%, Giardia kill -29, Tb PFK inh -11%, a7 integrin act -9% and PTAP TSG101 blk -3%.
Cc1ccccc1OCC(=O)NCC(=O)OCC(=O)c1ccc([N+](=O)[O-])cc1 was read as ASM inhibitor 3%, BCR signal inh 3%, B2AR arrestin -0.1%, GALK inh -4%, Giardia kill 0&7, Tb PFK inh -9%, PKM2 activator 1%, a7 integrin act -20% and PTAP TSG101 blk 2%.
Screening C=CC[C@H]1CC(C)=C[C@H](CC=C)N1C(=O)c1cc(COc2ccccc2SC)on1 returned ASM inhibitor -1%, BCR signal inh 0%, Menin MLL FP TR inconclusive, B2AR arrestin 0.0%, GALK inh 2%, Giardia kill -29, Tb PFK inh -16%, PKM2 activator -3%, Coupling enz -10, a7 integrin act -4% and PTAP TSG101 blk 11%.
Screening O=S(=O)(NCc1cc(-c2ccccc2Cl)no1)c1ccccc1 returned ASM inhibitor -3%, BCR signal inh inconclusive, B2AR arrestin -0.7%, GALK inh 0%, Giardia kill 2, Tb PFK inh 1%, PKM2 activator -4%, Coupling enz -1, a7 integrin act 4% and PTAP TSG101 blk -7%.
For COc1cccc(/C=N/Nc2nnc(C)n2N)c1O the results were ASM inhibitor 125%[activator], BCR signal inh inconclusive, Menin MLL FP TR inconclusive, B2AR arrestin 0.0%, GALK inh 1%, Giardia kill 3, Tb PFK inh 0%, Coupling enz -5, a7 integrin act 0% and PTAP TSG101 blk -2%.
Screening CSCCC(NS(=O)(=O)c1ccc(C)cc1)C(=O)N1CCCC1 (stereo not drawn) returned ASM inhibitor 2%, BCR signal inh -1%, Menin MLL FP TR -25%, B2AR arrestin -0.7%, GALK inh -2%, Giardia kill -6, Tb PFK inh -5%, PKM2 activator 1%, Coupling enz -1, a7 integrin act 12% and PTAP TSG101 blk -3%.
COc1cc(C2/C(=C(\O)c3ccc4c(c3)OCCO4)C(=O)C(=O)N2Cc2ccco2)ccc1O (stereo not drawn) was read as ASM inhibitor -2%, BCR signal inh 0%, B2AR arrestin -0.3%, GALK inh -4%, Giardia kill -11, Tb PFK inh 0%, PKM2 activator -4%, a7 integrin act -2% and PTAP TSG101 blk -13%.
COC(=O)c1cc(S(=O)(=O)N2CCN(Cc3ccccc3)CC2)cn1C was read as ASM inhibitor 1%, BCR signal inh 3%, Menin MLL FP TR -8%, B2AR arrestin 0.1%, Giardia kill 4, Tb PFK inh -2%, PKM2 activator 2%, Coupling enz 1, a7 integrin act 22% and PTAP TSG101 blk -3%.
Cc1ccc2c(c1)C(c1ccc(F)cc1)N(C(=O)C1CC1)CC(=O)N2 (stereo not drawn) was read as ASM inhibitor 5%, BCR signal inh 0%, Menin MLL FP TR -6%[11.7 µM], B2AR arrestin -0.6%, GALK inh 0%, Giardia kill 5, Tb PFK inh 1%, PKM2 activator 5%, Coupling enz 7, a7 integrin act 10% and PTAP TSG101 blk -11%.
`Cc1cc(C)cc(CN2C(=O)NC3(CCCCCC3)C2=O)c1` gave ASM inhibitor -2%, BCR signal inh -1%, Menin MLL FP TR -4%, B2AR arrestin 0.0%, GALK inh 1%, Giardia kill 24, Tb PFK inh -14%, Coupling enz -2, a7 integrin act 3% and PTAP TSG101 blk -1%.
For C#CCOCCOCCOCCNc1nc(N2CCN(C(=O)CCCCCCCCCCNC(=O)[C@H](CCCCN)n3cc(C)nn3)CC2)nc(N2CCN(C(=O)CCCCCCCCCCNC(=O)[C@H](CCCCN)n3cc(CCCC(=O)O)nn3)CC2)n1 the results were ASM inhibitor 1%, BCR signal inh -2%, B2AR arrestin -0.1%, Giardia kill -17, Tb PFK inh -5%, a7 integrin act 30% and PTAP TSG101 blk -12%.
N#Cc1ccc(CN2CCN(C(=O)Cn3nc(C(N)=O)c4ccccc4c3=O)CC2)cc1 was read as ASM inhibitor -3%[11.5 µM], BCR signal inh -1%, Menin MLL FP TR 6%, B2AR arrestin 0.8%, GALK inh 1%, Giardia kill 1, Tb PFK inh 1%, PKM2 activator 0%, Coupling enz 2, a7 integrin act 8% and PTAP TSG101 blk 5%.
`Cc1ccccc1NS(=O)(=O)c1ccc(C(=O)NCC(c2ccccc2)N(C)C)cc1` (stereo not drawn) gave ASM inhibitor -1%, BCR signal inh inconclusive, B2AR arrestin 0.3%, GALK inh -7%, Giardia kill 10, Tb PFK inh 0%, PKM2 activator 3%, a7 integrin act -28% and PTAP TSG101 blk -1%.
CC(C)Cn1c(N2CCN(CC(=O)Nc3ccc(Cl)cc3)CC2)nc2ccccc21 was read as ASM inhibitor -3%, BCR signal inh -9%, Menin MLL FP TR -4%, B2AR arrestin -0.8%, GALK inh 0%, Giardia kill -4, Tb PFK inh 2%, PKM2 activator 20%, Coupling enz 3, a7 integrin act -19% and PTAP TSG101 blk 0%.
`CCOc1ccc2c(c1)S/C(=C\c1cccs1)C(=O)N2` gave ASM inhibitor -4%, BCR signal inh inconclusive, B2AR arrestin -0.2%, GALK inh 0%, Giardia kill 28, Tb PFK inh 3%, PKM2 activator 0%, Coupling enz 1, a7 integrin act -10% and PTAP TSG101 blk inconclusive.
For COc1ccc(C(=O)COC(=O)Cn2cnc3ccccc3c2=O)c(OC)c1 the results were ASM inhibitor 0%, BCR signal inh 2%, B2AR arrestin 0.1%, Giardia kill -4, Tb PFK inh 5%, a7 integrin act -12% and PTAP TSG101 blk -1%.

Two compounds drawn at random from the list so far:
`Cc1ccccc1NS(=O)(=O)c1ccc(C(=O)NCC(c2ccccc2)N(C)C)cc1` (stereo not drawn) gave ASM inhibitor -1%, BCR signal inh inconclusive, B2AR arrestin 0.3%, GALK inh -7%, Giardia kill 10, Tb PFK inh 0%, PKM2 activator 3%, a7 integrin act -28% and PTAP TSG101 blk -1%.
COC(=O)c1cc(S(=O)(=O)N2CCN(Cc3ccccc3)CC2)cn1C was read as ASM inhibitor 1%, BCR signal inh 3%, Menin MLL FP TR -8%, B2AR arrestin 0.1%, Giardia kill 4, Tb PFK inh -2%, PKM2 activator 2%, Coupling enz 1, a7 integrin act 22% and PTAP TSG101 blk -3%.

The list is partial; the hit share may differ from the screen's.
